Growth percent in the NCI-60 one-dose screen (48 h, 10 µM unless noted): 100 = growth as untreated, 0 = no growth, -100 = all killed.
HCT-116: HCT-116 colon cancer; actives 7.3% (n = 82,000)
KM12: KM12 colon cancer cells; AID 1794800; actives 5% (n = 82,000)
HT29: HT29 colon cancer. actives 7.4% (n = 81,000). AID 1794748
HCC-2998: HCC-2998 colon cancer; actives 4.7% (n = 79,000); AID 1794799
SW-620: SW-620 colon cancer; actives 5.2% (n = 82,000)
HCT-15: HCT-15 colon cancer | actives 5.2% (n = 82,000)
SF-268: SF-268 CNS cancer cells; actives 3.1% (n = 82,000); AID 1794759
SNB-19: SNB-19 CNS cancer cells | actives 2.5% (n = 81,000) | AID 1794751
SNB-75: SNB-75 CNS cancer. actives 5% (n = 79,000). AID 1794750
Numbers without * were called inactive; · = no result given; & = joins results of further samples. How the source made its calls: active means growth percent below 10; inactive means the rest.

SMILES	HCT-116	KM12	HT29	HCC-2998	SW-620	HCT-15	SF-268	SNB-19	SNB-75
COc1cc(C(C)O)cc(OC)c1OC (stereo not drawn)	·	104.8	117.6	112.1	105.5	111.9	104.3	101.6	87.0
O=C1NC(=O)C(c2ccccc2)O1 (stereo not drawn)	98.1	111.9	104.9	104.7	110.5	106.6	115.0	109.5	93.2
c1ccc(-c2nc(-c3nc4ccccc4[nH]3)c3ccccn23)cc1	74.9	91.4	86.6	97.7	102.6	89.3	87.1	116.0	29.0
CN1CCO/C1=C(/NC(=O)c1ccc(Cl)cc1)[P+](c1ccccc1)(c1ccccc1)c1ccccc1	45.9	64.5	57.7	89.1	97.1	107.2	97.0	76.5	91.6
CCOC(=O)c1cc(C(=O)c2ccc(Br)cc2)n2ccc(/C=C/c3cc[n+](CC(=O)c4ccc(OC)cc4)cc3)cc12	37.7	99.2	34.3	95.1	48.6	70.7	109.6	89.1	93.7
C=C[C@@H]1C[C@@H]2Cc3ccccc3N1O2	101.3	109.6	·	114.4	101.7	107.4	116.2	109.3	101.8
COc1cc(/C=C2\SC(=S)N(/C=C/c3nc4ccccc4[nH]c3=O)C2=O)cc(OC)c1OC	78.8	90.4	90.6	87.5	91.2	91.7	77.5	97.5	66.9
CCOc1ccnc(OCC)n1	99.7	106.8	101.1	·	109.2	99.8	100.5	98.9	90.8
COc1cc(C=O)cc(Br)c1O	109.3&107.0	111.4&104.4	110.3&111.7	100.1&119.0	113.2&95.2	101.0&103.2	111.7&93.2	106.5&104.7	98.3&103.9
O=C(C[C@]1(O)C(=O)Nc2ccccc21)c1cccc(C(F)(F)F)c1	95.5	87.6	96.1	106.7	91.9	96.5	85.8	95.9	76.8
CSc1nnc2n(Cc3ccccc3)c(=O)c3c(C)c(C(N)=O)sc3n12	93.1	94.9	97.2	94.4	107.4	106.6	85.4	98.9	88.3
O=C(Cn1c(/C=C/c2cccc(Br)c2)nc2ccccc2c1=O)Nc1ccc(Cl)cc1	95.9	95.5	113.9	135.4	103.7	100.4	103.2	98.6	·
COc1ccc(Nc2nc(N/N=C/c3ccc(O)cc3)nc(Nc3ccc([N+](=O)[O-])cc3)n2)cc1	104.9	121.2	104.7	102.4	111.7	106.8	127.7	101.1	103.6
CCNCCNc1cc(-c2ccc(C#N)cc2)c(C#N)c2nc3ccccc3n12	-27.2*	29.0	4.7*	41.0	-30.2*	33.6	35.1	51.0	-20.4*
COc1ccc(/C(=C(\c2ccccc2)[N+](=O)[O-])c2ccc(OCCN3CCCC3)cc2)cc1	44.5	54.1	9.8*	80.8	·	6.5*	84.4	87.8	76.0
CCOC(=O)Cc1cc(=O)c2cc(C)ccc2[nH]1	92.7	106.1	100.9	100.0	98.9	·	95.6	97.4	88.2
O=C(Nc1ccc2c(ccn2Cc2ccc(F)cc2)c1)c1cnccn1	95.8	93.7	99.5	108.2	96.4	90.9	91.5	98.9	54.9
Cc1ccc(N=Nc2c(Nc3ccccc3)[nH][nH]c2=O)cc1	99.1	105.8	110.3	100.0	107.6	96.9	90.4	94.2	93.2
N#Cc1cccc(-c2nc(N)nc(Nc3ccccc3SSc3ccccc3Nc3nc(N)nc(-c4cccc(C#N)c4)n3)n2)c1	79.0	77.7	119.0	114.1	92.2	70.6	85.2	94.7	57.0
Cc1[nH]c(-c2nc3ccccc3[nH]2)c(C)c1C(=O)NNc1ccc(Cl)cc1	94.0	95.5	103.6	108.3	99.6	94.1	95.3	87.1	87.1
C/C(=C(/C)C1CC1CCN(C(=O)c1ccc([N+](=O)[O-])cc1)S(=O)(=O)c1ccc(C)cc1)C1CCCC1 (stereo not drawn)	95.1	96.1	98.7	101.7	103.4	94.4	96.0	96.4	·
CCCCNc1ncnc2c1cnn2C	106.8	110.0	114.3	113.8	102.0	91.6	114.6	95.8	79.0
C(CCSC1=NCCN1)CCSC1=NCCN1	93.3	107.9	97.1	112.5	106.3	102.0	118.0	114.4	87.0
NC(N)=NC(N)=Nc1ccccc1Cl	110.5	105.2	95.8	105.4	105.9	99.2	104.7	111.1	103.7
CC(=O)c1c(C)[nH]c2c1c(-c1cc(Cl)cc(Cl)c1O)nc1ccccc12	93.6	87.3	88.1	105.2	102.7	86.9	86.9	106.5	69.4
CCOC(=O)c1ccc2c(c1)ncn2-c1ccc(NS(C)(=O)=O)cc1	109.7	103.1	109.4	100.6	113.3	105.6	103.1	98.2	100.6
NCCCCCCN	106.8	102.2	104.2	114.7	94.9	104.8	99.8	103.5	83.4
CC(C)(O)CN(C(=O)C(c1ccccc1)c1ccccc1)C1CCCCC1	94.6	115.2	107.9	99.5	96.6	101.1	98.7	91.2	85.9
COc1ccc2nc(/C=C3\SC(=S)N(Cc4ccco4)C3=O)ccc2c1	90.9	94.3	97.3	96.5	91.8	81.6	107.4	93.4	87.5
CC(C)N1C(=O)C2C3C=CC(C3)C2C1=O (stereo not drawn)	103.0	102.9	115.8	106.2	104.0	105.1	110.1	113.5	108.5
O=C(O)c1ccccc1Cc1ccccc1	100.1	122.5	119.8	70.4	112.5	101.0	116.8	99.1	134.4
Cc1cccnc1NC(=O)OC(C)C	110.2	97.6	101.8	93.5	100.9	103.4	100.9	·	94.7
CN(C)c1ccc(C2CC(=O)c3c(oc4cc(O)c(O)cc34)C2)cc1 (stereo not drawn)	84.6	99.8	93.5	97.0	109.6	88.0	98.0	100.5	87.1
O=C(/C=C/c1cccnc1)NCCCCC1CCCN(C(=O)c2ccccc2)C1 (stereo not drawn)	7.8*	43.9	32.8	46.6	25.5	42.0	74.0	53.3	87.7
Cc1ccc(-n2cc(-c3ccccc3)c3c4n(c(=S)nc32)CCN4)cc1	91.2	98.9	99.6	109.1	96.6	99.8	91.1	95.1	77.6
O=[N+]([O-])c1ccc(N=Cc2ccccc2)cc1	94.9	80.4	103.1	101.1	92.4	103.2	101.8	94.6	71.9
c1ccc(-c2nn[nH]n2)c(-c2ccc(Cn3ccnc3)cc2)c1	106.3	99.6	106.3	99.7	102.5	108.4	100.8	100.0	78.7
Nc1ncnc2c1N=C(c1ccc(F)cc1)CC(c1cccc(Nc3ccnc4cc(C(F)(F)F)ccc34)c1)N2 (stereo not drawn)	43.8	57.8	54.4	83.9	72.8	45.7	61.4	77.7	67.5
COc1ccc(NC(C)=O)c([N+](=O)[O-])c1	105.5	100.8	95.6	94.6	99.1	120.2	122.1	100.9	·
CCCNC(=O)Oc1ccc(/C(=C(/C)Cc2ccc(OC)cc2)c2ccc(OCCN3CCCC3)cc2)cc1	48.8	78.7	0.7*	62.5	77.7	16.9	72.4	78.6	48.2

Reprinted from the part before: two entries, then new ones.
SMILES	HCT-116	KM12	HT29	HCC-2998	SW-620	HCT-15	SF-268	SNB-19	SNB-75
COc1ccc(NC(C)=O)c([N+](=O)[O-])c1	105.5	100.8	95.6	94.6	99.1	120.2	122.1	100.9	·
CCCNC(=O)Oc1ccc(/C(=C(/C)Cc2ccc(OC)cc2)c2ccc(OCCN3CCCC3)cc2)cc1	48.8	78.7	0.7*	62.5	77.7	16.9	72.4	78.6	48.2
COc1ccc(CCNc2nc3c(c(=O)n(Cc4ccccc4)c(=O)n3C)n2C)cc1OC	108.4	102.7	106.3	101.5	102.6	106.4	101.5	98.1	88.2
COc1ccc(C2C=C(c3ccc(Cl)cc3)N=C3SC=C(C)N32)cc1OC (stereo not drawn)	97.0	99.4	99.4	102.1	106.3	96.0	101.5	105.4	106.9
NC1=CC(=O)C(=O)c2cccnc21	86.6	76.7	103.1	83.0	73.8	66.7	90.4	66.5	45.5
Cc1ccccc1N1C(=O)C2C3C=CC(O3)C2C1=O (stereo not drawn)	108.4	105.8	92.6	109.0	109.0	99.8	114.2	108.1	99.3
COc1ccc(CN2C(=O)c3cnc4c(c(C)nn4-c4ccccc4)c3C2=O)cc1OC	99.5	113.2	101.4	88.3	98.6	108.1	95.4	96.7	91.9
O=c1[nH]c2cc([N+](=O)[O-])ccc2c2cc(Br)ccc12	96.0	99.4	94.3	108.8	88.4	95.2	94.3	72.6	82.3
COc1cc2c(c(OC)c1OC)C(=O)CC(c1cccc(NC(=O)c3cccc(NC(=O)[C@H](C)N)c3)c1)O2 (stereo partly drawn)	73.8	87.3	96.8	112.2	101.8	70.9	87.6	85.5	76.6
COC(=O)/C=C/c1cccc2c1C(=O)NC(C)(c1cc3cc(Cl)ccc3oc1=O)N2 (stereo not drawn)	39.1	63.0	77.5	73.3	70.3	41.7	81.0	64.7	·
O=C(O)/C=C\C(=O)Nc1nccs1	105.1	111.8	106.9	104.5	121.4	106.4	110.8	107.9	97.8
NS(=O)(=O)c1ccc(Nc2nc(O)c(/C=C3/C=c4ccccc4=NC3=O)s2)cc1	103.0	109.1	103.7	109.5	103.8	103.1	111.9	96.2	111.2
OCc1ccccc1Cn1ccnc1	101.4	104.4	106.1	105.0	100.4	101.4	108.6	93.9	93.3
Cn1cnc2c(Nc3ccccn3)nc(Cl)nc21	96.6	101.2	103.0	105.1	102.6	98.6	93.3	97.0	98.1
COc1nc(OC)nc(-c2cnc3cc(O)c(OC)cc3c2)n1	97.9	92.4	85.3	104.0	97.3	102.0	99.1	92.9	83.4
CCCCOC(=O)N1CCCC1	90.3	105.8	104.1	102.1	106.7	101.7	106.9	·	107.9
O=C1c2cccc3cccc(c23)C(=O)N1N1C(=O)c2cccc3c(NC4CCCCC4)ccc(c23)C1=O	98.9	99.5	95.9	107.8	98.7	96.6	93.6	89.1	87.5
Cn1cc(-c2ccc3cc(-c4ccc(CC(=O)Nc5cc(C(C)(C)C)on5)cc4)cnc3c2)cn1	9.3*	9.6*	38.8	57.8	12.8	10.9	15.7	34.7	28.4
Cc1c(COc2ccc(-c3cnco3)cc2)c(C)c(COc2ccc(-c3cnco3)cc2)c(C)c1COc1ccc(-c2cnco2)cc1	98.7	97.7	84.6	111.8	107.2	97.0	101.6	99.1	98.1
c1cc2ccc1CNCCN1CCNCc3ccc(cc3)Oc3ccc(cc3)CNCCN(CCNCc3ccc(cc3)O2)CCNCc2ccc(cc2)Oc2ccc(cc2)CNCC1	-89.7*	-88.6*	-74.7*	-87.8*	-75.5*	95.4	-88.0*	-91.2*	-73.1*
CSc1nc2c(c(=O)[nH]1)C(c1ccc(Cl)cc1)C1=C(N2)/C(=C/c2ccc(Cl)cc2)CNC1 (stereo not drawn)	-69.5*	-24.0*	-36.6*	17.3	-9.8*	13.5	10.1	46.8	51.9
CC(=O)Oc1ccc(/C(=C(\C)c2ccc(Cl)cc2)c2ccc(OCCN3CCCCC3)cc2)cc1	32.4	24.0	-25.9*	-4.1*	66.7	-16.3*	58.6	42.2	41.7

Laid out differently: results already given.
SMILES,HCT-116,KM12,HT29,HCC-2998,SW-620,HCT-15,SF-268,SNB-19,SNB-75
COc1ccc(CN2C(=O)c3cnc4c(c(C)nn4-c4ccccc4)c3C2=O)cc1OC,99.5,113.2,101.4,88.3,98.6,108.1,95.4,96.7,91.9
Cn1cnc2c(Nc3ccccn3)nc(Cl)nc21,96.6,101.2,103.0,105.1,102.6,98.6,93.3,97.0,98.1
Cc1c(COc2ccc(-c3cnco3)cc2)c(C)c(COc2ccc(-c3cnco3)cc2)c(C)c1COc1ccc(-c2cnco2)cc1,98.7,97.7,84.6,111.8,107.2,97.0,101.6,99.1,98.1
CC(=O)Oc1ccc(/C(=C(\C)c2ccc(Cl)cc2)c2ccc(OCCN3CCCCC3)cc2)cc1,32.4,24.0,-25.9*,-4.1*,66.7,-16.3*,58.6,42.2,41.7
O=c1[nH]c2cc([N+](=O)[O-])ccc2c2cc(Br)ccc12,96.0,99.4,94.3,108.8,88.4,95.2,94.3,72.6,82.3

Further records follow:
SMILES	HCT-116	KM12	HT29	HCC-2998	SW-620	HCT-15	SF-268	SNB-19	SNB-75
CCCn1c(N)c(C(N)=O)sc1=S	101.4	97.4	106.0	109.7	100.5	90.6	97.2	97.2	82.9
Cc1cccc([N+](=O)[O-])c1I	111.7	112.2	105.7	101.0	108.4	113.4	105.4	106.5	94.9
c1ccc(CN2CCc3c(sc4ncnc(N5CCOCC5)c34)C2)cc1	105.5	100.3	100.8	103.6	95.8	96.7	100.6	98.7	93.5
Cc1ccc2c(c1)C(=C(C#N)C#N)CCN2	106.1	·	104.8	99.2	107.3	101.7	·	97.5	90.7
COc1ccccc1N1CCN(C(=S)Nc2ccccc2)CC1	102.8	·	96.7	134.2	103.3	102.9	99.3	99.6	84.0
Cc1sc2ccccc2[n+]1C	112.1	114.7	97.5	105.5	109.2	101.9	108.5	96.1	80.0
COc1cc(CNC(=O)C2CCC(=O)N2)cc(OC)c1OC (stereo not drawn)	99.4	92.1	110.4	96.5	100.7	109.0	92.1	102.3	99.5
Cc1ccc2nc(NC(=O)CSC(=S)N3CCN(c4ccccc4)CC3)sc2c1	95.0	95.1	96.6	·	108.7	97.0	100.5	96.9	97.1
Cc1cc(C)c(F)c(C)c1N	104.4	110.7	102.5	111.1	104.9	99.5	102.0	105.2	96.4
COc1cc(/C=C/C(=N/O)c2ccc(N)cc2)cc(OC)c1OC	95.4	102.1	88.7	101.2	110.4	102.3	91.2	90.8	81.9
COc1ccc(-c2nnc(COc3ccc(C(=O)/C=C/c4ccccn4)cc3)o2)cc1	106.7	104.5	111.2	111.1	117.4	104.6	102.9	102.0	83.9
C=CC(=O)OCCOCc1ccccc1	107.6	106.2	101.5	109.7	107.5	99.7	102.7	109.8	88.1
c1ccc(C2=NNC(c3cc(-c4cc5ccccc5o4)n(-c4ccccc4)n3)C2)cc1 (stereo not drawn)	110.6	104.7	98.8	104.8	·	97.0	103.4	94.0	110.5
CCN1C(=O)/C(=C/c2ccc(Cl)cc2Cl)SC1=S	92.9	96.5	89.7	101.1	101.4	97.3	89.7	95.9	83.6
CC(=O)c1ccc(NS(=O)(=O)c2ccc([N+](=O)[O-])cc2)cc1	102.0	110.7	107.9	·	107.9	95.2	104.2	87.9	97.7
CCCCCC(C)CO (stereo not drawn)	99.2	97.8	111.2	99.8	103.4	102.6	97.3	104.2	91.5
S=C1NCCCN1	101.3	109.1	109.2	109.9	99.8	107.2	107.2	101.5	116.7

Bioassay records deposited in PubChem BioAssay by NCI.
